Source: PubChem
HT1080 cytotoxicity – cytotoxicity in HT1080 fibrosarcoma cells, cell-based, fluorescence readout (AID 620) | 87,000 tested, 0.42% active | one-dose cytotoxicity, % at 10 µM; EC50 in µM for titrated hits | HT1080 viability, fluorescence; higher % means a stronger effect;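 also: cells exposed to compound overnight then 4 h with Alamar Blue; 0% = vehicle DMSO and 100% = killing control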
Spn MK inh – S. pneumoniae mevalonate kinase inhibition; inhibition, % at 10 µM; AID 555; purified MK, PK/LDH-coupled NADH absorbance 340 nm; 65,000 tested, 0.48% active;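 active = ranked among the strongest by inhibition in the single 10 µM screen, a fixed top-ranked set picked for dose follow-up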; also: no value below 0 was filed
Spn DPM-DC inh – S. pneumoniae DPM-DC inhibition. purified DPM-DC, PK/LDH coupled NADH fluorescence. calls only at 10 µM. 65,000 tested, 0.49% active;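 active = the 320 compounds with the highest percent inhibition in the single-dose primary screen, excluding strongly autofluorescent ones, cut at about 32% in these data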;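 also: kinetic rate of NADH fluorescence loss reporting ADP formed by the decarboxylase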
LYP inhibition – inhibition of human PTPN22 tyrosine phosphatase – biochemical, DiFMUP fluorescence, recombinant catalytic domain, 10 µM, primary screen (AID 606) | 52,000 tested, under 10 active | recombinant LYP catalytic domain, DiFMUP fluorescence; higher % means a stronger effect | inhibition, % at 10 µM; hits with a dose series show IC50 in µM;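 active = IC50 under 40 µM in the dose-response test; inactive = IC50 of 40 µM or more, or never dose-tested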
Alkaline phosphatase – human TNAP enzyme inhibitors, biochemical, luminescent (AID 518); purified TNAP enzyme, luminescent substrate readout; higher % means a stronger effect; inhibition, % at 20 µM, or IC50 in µM where a hit was titrated; 64,000 tested, 0.09% active; in the data active = a potency from the dose series; inactive = the rest, 99 in 100 with inhibition below about 22%;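 also: plate controls were vehicle for no effect and reference inhibitor for full effect; many of its hits are not listed in these tables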
HPDE-C7 viability – HPDE-C7 pancreatic duct cell viability loss – fluorescence, HTS (AID 430) | HPDE-C7 pancreatic duct cells viability, fluorescence; higher % means a stronger effect | one-dose cytotoxicity, % at 10 µM; EC50 in µM for titrated hits | 63,000 tested, 1.8% active;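 also: cells exposed to compound for 48 hours before viability readout; 0% = vehicle and 100% = reference cytotoxic drug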
HPDE-C7K KRASV12 – cytotoxicity in KRAS-transformed pancreatic duct cells, primary screen, cell-based, fluorescence, HTS (AID 431); HPDE-C7K KRASV12 cells, Alamar Blue viability, 48 h; higher % means a stronger effect; cytotoxicity, % at 10 µM; hits with a dose series show EC50 in µM; 63,000 tested, 1.7% active;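 active = compounds whose percent cytotoxicity in the single-dose primary screen, scaled between solvent and toxic-drug controls, exceeds 50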;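 also: 0% = DMSO solvent wells and 100% = doxorubicin-treated wells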
PMK inhibit – S. pneumoniae PMK inhibition; purified PMK, PK/LDH-coupled NADH absorbance 340 nm; inhibition, % at 10 µM; 65,000 tested, 0.49% active; AID 539;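 active = top-ranked compounds by inhibition in the single 10 µM screen, taking a fixed number of the strongest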;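 also: 0% = full reaction with DMSO carrier and 100% = background rate without enzyme reaction; no value below 0 was filed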
Bfl-1 inhibitors – Bfl-1 inhibitors, primary screen, biochemical, fluorescence polarization, FITC-Bid, mouse (AID 432) | FITC-Bid BH3 peptide fluorescence polarization displacement; higher % means a stronger effect | displacement, % at 20 µM, or IC50 in µM where a hit was titrated | 64,000 tested, 0.02% active; in the data active = a potency from the dose series; inactive = the rest, 99 in 100 with displacement below about 15%; also: strong numbers were not always called active
PMK inhibit pilot replicates – also measured in PMK inhibit; calls as there; inhibition, %; measured here: pilot screen replicates
Spn MK inh pilot replicates – recorded beside Spn MK inh, whose call it bears; inhibition, %; measured here: pilot screen replicates
Spn DPM-DC inh pilot screen % – further read-out of Spn DPM-DC inh, marked with its call; inhibition, %; measured here: pilot screen trials
The depositor's hits bear a star; i = inactive; . = no result given; + = active, no number. Rule as the data show it, unless noted: active = cytotoxicity above about 50%; inactive = the rest.

SMILES	HT1080 cytotoxicity	Spn MK inh	Spn DPM-DC inh	LYP inhibition	Alkaline phosphatase	HPDE-C7 viability	HPDE-C7K KRASV12	PMK inhibit	Bfl-1 inhibitors	others
N#CC1=C(N)Oc2cc(N)ccc2C1C1CCCCC1 (stereo not drawn)	0%	14	i	1%	8%	22%	19%	13	10%
COc1cc(-c2nc(-c3ccc(C)nc3OC)no2)cc(OC)c1OC	5%	0	i	.	12%	-4%	-4%	1	2%
C=CCn1c(SCC(=O)NC2CCCCC2)nnc1-c1sc(N)nc1C	-5%	4	i	5%	6%	-10%	-6%	6	2%	PMK inhibit pilot replicates=1.5;Spn MK inh pilot replicates=0.0;Spn DPM-DC inh pilot screen %=0.0
Cc1ccc(NCc2nnc(SCC(=O)NCc3ccco3)n2CC2CCCO2)c(C)c1 (stereo not drawn)	10%	10	i	3%	7%	-5%	4%	10	-7%
O=C(c1ccc(OCC2CCCO2)cc1)N1CCN(c2ccccc2)CC1 (stereo not drawn)	-9%	0	i	.	7%	-1%	6%	12	-6%
CCOC(=O)C1C(=O)NC(SCC(N)=O)=C(C#N)C1c1ccccc1OCC (stereo not drawn)	-8%	5	i	9%	5%	-1%	-10%	6	-20%
CCCCC(=O)Nc1cc(C)c2c(=O)oc3ccccc3c2n1	.	4	i	.	8%	4%	2%	9	-16%
CC1(C)CC(=O)C(C=NC(CCC(N)=O)C(=O)O)=C(O)C1 (stereo not drawn)	-1%	0	i	.	15%	-4%	4%	8	-8%	PMK inhibit pilot replicates=5.5;Spn MK inh pilot replicates=0.0;Spn DPM-DC inh pilot screen %=3.5
C=CCNc1nc(-c2sc(NC(C)=O)nc2C)cs1	.	8	i	.	5%	12%	33%	0	1%
CCOc1ccccc1NC(=O)c1cccc2c1C(=O)N(CCOC)C2	3%	6	i	5%	10%	-10%	1%	1	2%
Cc1cc(=O)[nH]c(=S)n1-c1ccccc1	-1%	6	i	14%	17%	6%	4%	10	-4%	PMK inhibit pilot replicates=1.5;Spn MK inh pilot replicates=4.5;Spn DPM-DC inh pilot screen %=1.0
COC(=O)C(NC(=O)c1ccccc1)(Nc1nc(C)cs1)C(F)(F)F (stereo not drawn)	-11%	4	i	10%	7%	-3%	1%	2	-7%
O=C(Nc1nc(-c2nc3ccccc3s2)cs1)c1ccco1	2%	4	i	1%	4%	22%	1%	0	-5%
NC(=O)C1CCN(C(=O)CSc2ccccn2)CC1	7%	5	i	-1%	0%	5%	-6%	4	2%
COc1ccc(OC)c(S(=O)(=O)N(C)CC(=O)O)c1	9%	6	i	7%	6%	1%	5%	10	-3%
Cc1ccccc1Cn1ccc(NC(=O)CCSc2nc(-c3ccco3)cc(C(F)(F)F)n2)n1	4%	8	i	10%	17%	0%	-10%	3	3%
N#Cc1c(N)oc(-c2cccs2)c1-c1cccs1	10%	0	i	9%	26%	-10%	-5%	6	-13%	PMK inhibit pilot replicates=2.5;Spn MK inh pilot replicates=2.0;Spn DPM-DC inh pilot screen %=11
CCOC(=O)c1cc2sccc2n1CC(=O)Nc1ccc(OC)cc1OC	7%	0	i	8%	12%	9%	20%	10	-1%	PMK inhibit pilot replicates=1.5;Spn MK inh pilot replicates=4.0;Spn DPM-DC inh pilot screen %=3.0
Cc1cc(NS(=O)(=O)c2ccc(-c3ccccc3)cc2)no1	0%	9	i	-1%	6%	5%	-4%	0	5%
CCc1nnc(NC(=O)CSc2nnc(CSc3nc(C)cc(C)n3)n2C)s1	1%	5	i	10%	4%	5%	11%	11	-2%
COc1cccc(C2CC(c3ccc(Cl)cc3)n3nc(N)nc3N2)c1 (stereo not drawn)	3%	4	i	13%	-3%	1%	6%	1	3%
O=C(C1CCCN1S(=O)(=O)c1cccc2cccnc12)N1CCN(c2ccccc2)CC1 (stereo not drawn)	8%	7	i	-6%	4%	-6%	-4%	0	6%
Cc1ccc(NC(=O)C2CCN(S(=O)(=O)c3cccc4cccnc34)CC2)nc1	-2%	13	i	-4%	7%	-5%	2%	12	7%
Cc1ccc(NC(=O)C2CCCNC2=O)nc1 (stereo not drawn)	10%	11	i	2%	14%	4%	2%	7	0%	PMK inhibit pilot replicates=2.0;Spn MK inh pilot replicates=0.0;Spn DPM-DC inh pilot screen %=0.0
c1ccc(-c2ccc(-c3nc(-c4ccccn4)no3)cc2)cc1	.	9	i	3%	9%	-4%	-3%	12	1%
CCCn1nnc(NC(=O)c2ccc(Br)cc2)n1	5%	7	i	17%	5%	-26%	-31%	7	2%
CCOc1ccc(C2CC(c3ccccc3)Nc3nc(N)nn32)cc1 (stereo not drawn)	-10%	0	i	-3%	7%	9%	14%	10	-2%
O=C(NCc1cccnc1)NC(C(F)(F)F)C(F)(F)F	0%	0	i	3%	8%	-5%	1%	0	-11%
CCOC(=O)c1nc2ccccc2s1	-2%	0	i	8%	4%	0%	-9%	0	-2%
Cc1ccc(-c2nc3ncccn3c2Nc2ccc3c(c2)OCO3)o1	.	0	i	-11%	10%	-5%	5%	14	-5%

Structural class: those above containing a cyano group (3)
SMILES	HT1080 cytotoxicity	Spn MK inh	Spn DPM-DC inh	LYP inhibition	Alkaline phosphatase	HPDE-C7 viability	HPDE-C7K KRASV12	PMK inhibit	Bfl-1 inhibitors	others
N#CC1=C(N)Oc2cc(N)ccc2C1C1CCCCC1 (stereo not drawn)	0%	14	i	1%	8%	22%	19%	13	10%
CCOC(=O)C1C(=O)NC(SCC(N)=O)=C(C#N)C1c1ccccc1OCC (stereo not drawn)	-8%	5	i	9%	5%	-1%	-10%	6	-20%
N#Cc1c(N)oc(-c2cccs2)c1-c1cccs1	10%	0	i	9%	26%	-10%	-5%	6	-13%	PMK inhibit pilot replicates=2.5;Spn MK inh pilot replicates=2.0;Spn DPM-DC inh pilot screen %=11

Other results.
SMILES	HT1080 cytotoxicity	Spn MK inh	Spn DPM-DC inh	LYP inhibition	Alkaline phosphatase	HPDE-C7 viability	HPDE-C7K KRASV12	PMK inhibit	Bfl-1 inhibitors	others
O=C(COc1ccccc1Cl)NCc1ccco1	-4%	14	i	2%	17%	-31%	-14%	0	5%	PMK inhibit pilot replicates=5.5;Spn MK inh pilot replicates=2.5;Spn DPM-DC inh pilot screen %=2.5
Clc1ccccc1C1SCC2Nc3ccccc3CN21 (stereo not drawn)	-1%	9	i	1%	11%	8%	8%	10	-7%
COc1ccc(CC(CC(=O)O)C(=O)Nc2ccc(OC)cc2)cc1 (stereo not drawn)	5%	2	i	.	7%	-9%	-6%	4	4%
CCn1c(=O)cc(O)c2ccccc21	1%	5	i	-3%	2%	24%	26%	4	-10%
O=C(COC(=O)CCN1C(=O)c2ccccc2C1=O)Nc1ccc(S(=O)(=O)N2CCCC2)cc1	3%	0	i	14%	3%	-2%	-1%	17	1%
O=C1NCC(O)=C1C=NCCCO	3%	0	i	-16%	8%	-7%	-3%	4	-6%
CCCCCn1c(=O)[nH]c2cc(C(=O)NCCCN(CC)CC)ccc2c1=O	-13%	9	i	.	12%	-6%	2%	0	0%
COc1ccc(-c2c(NC(C)=O)n(C)c3ccccc3c2=O)cc1	-13%	9	.	.	18%	.	.	11	-3%
CCOc1ccccc1C(=O)Nc1ccc(S(=O)(=O)N2CCOCC2)cc1	1%	0	i	8%	6%	9%	6%	11	-2%
CCOC(=O)N1CCN(C(=O)CSc2nnc(-c3ccc(C)c(C)c3)o2)CC1	-6%	10	i	8%	0%	2%	0%	17	0%
Cc1cccc2cc(COC(=O)COc3ccccc3)c(=O)[nH]c12	-1%	5	i	.	5%	5%	17%	9	-5%
O=C(c1ccc2c(c1)OCO2)N(CC1CCCO1)C1(C(=O)NC2CCCC2)CCCCC1 (stereo not drawn)	-14%	12	i	.	9%	-25%	-15%	0	-14%
CC(=O)NC(CC(=O)NCC(c1ccco1)N(C)C)c1ccccc1 (stereo not drawn)	3%	6	i	.	8%	-3%	5%	0	-2%
CCOC(=O)c1cnn2c1[nH]c(=O)c1ccccc12	-4%	6	.	-6%	-1%	11%	2%	6	-6%
COC(=O)c1ccc(NC(=O)CCNS(=O)(=O)c2cccc3nonc23)cc1	32%	13	i	-7%	0%	4%	1%	0	-7%
Cc1ccnc2nc(C(=O)OCCOc3cccc(Br)c3)nn12	-1%	2	i	-9%	10%	3%	7%	15	-3%
COc1ccccc1N1CCN(C(=O)C2CCCO2)CC1 (stereo not drawn)	1%	7	i	4%	5%	-14%	-18%	0	-5%	PMK inhibit pilot replicates=1.5;Spn MK inh pilot replicates=0.0;Spn DPM-DC inh pilot screen %=2.5
O=C(CCCNS(=O)(=O)c1ccccc1)NCc1ccco1	2%	3	i	4%	14%	-9%	-6%	13	4%	PMK inhibit pilot replicates=0.0;Spn MK inh pilot replicates=0.0;Spn DPM-DC inh pilot screen %=1.5
CCOC(=O)CSC1=C(C#N)C(c2ccc(C)s2)CC(=O)N1 (stereo not drawn)	58%*	1	i	-3%	10%	55%*	49%	6	-8%
COc1ccc2c3c(cccc13)NN=C2C	.	2	i	.	18%	13µM*	9.7µM*	5	5.4µM*
COc1cc(CN2CCC(C(=O)N3CCC(C)CC3)CC2)cc(Br)c1O	-3%	35	i	.	2%	-22%	-12%	0	-6%
COc1ccc(C2c3c(oc4ccccc4c3=O)C(=O)N2c2ccccn2)cc1OC (stereo not drawn)	-3%	2	i	7%	6%	-5%	-8%	2	6%
CC1CCCCN1Cc1ccc(-c2nn[nH]n2)cc1 (stereo not drawn)	2%	7	i	-4%	5%	-9%	-7%	6	3%
FC(F)(F)c1cc(-c2ccco2)nc(-n2nnc3ccccc32)n1	-11%	5	+	.	10%	6%	4%	11	-9%	PMK inhibit pilot replicates=4.0;Spn MK inh pilot replicates=1.5;Spn DPM-DC inh pilot screen %=28*
CN1CCN(c2ccccc2NC(=O)c2ccc(-c3ccccc3)cc2)CC1	1%	7	i	11%	6%	16%	30%	9	-3%
Cn1c(C(=O)N2CCCC(C(=O)NCc3ccc4c(c3)OCO4)C2)cc2sccc21 (stereo not drawn)	-11%	10	i	-14%	4%	3%	-4%	0	0%
COc1ccc(-c2nnc(SCc3ncc(-c4ccccc4)o3)o2)cc1	-8%	0	i	10%	3%	-3%	-6%	9	-2%
Cc1ccc(Nc2cc(C)nc3nnnn23)cc1	-8%	0	i	2%	8%	-8%	9%	14	-1%	PMK inhibit pilot replicates=1.0;Spn MK inh pilot replicates=0.0;Spn DPM-DC inh pilot screen %=0.0
CC(=O)c1cnc2nc(C(F)(F)F)nn2c1C	6%	17	i	2%	16%	-3%	-4%	7	-3%
O=C(NCc1ccco1)c1cc2ccccc2o1	4%	0	i	5%	7%	6%	8%	0	-2%
Cc1onc(-c2ccccc2)c1C(=O)Oc1cccnc1	0%	0	i	11%	2%	1%	-7%	0	5%
O=C1C=C(NCc2ccccc2)C2(CCCCC2)O1	-3%	8	i	.	11%	1%	10%	0	-1%
COC(=O)c1ccc(CSc2ccc3nnc(-c4ccc(OC)c(OC)c4)n3n2)o1	5%	9	i	9%	8%	-33%	-17%	14	4%
COc1cc(/C=c2\sc3nc(-c4ccncc4)nn3c2=O)ccc1OC(C)=O	-12%	1	i	.	9%	41%	3%	12	-3%
